Assay outcomes as filed in PubChem BioAssay.
PTHR1 ag: PTHR1 (human) receptor agonism; Q03431; HEK293 GP2 PTHR1 cells, GloSensor cAMP luminescence, 1 h; Potency, µM (series often up to 115 µM), without a hit: at the top dose activation, usual class: activators; 410,000 tested, 0.075% active; further: nearly all actives have a fitted effect of over 55% in size; some results filed as inactive show a strong effect at the top dose; inactives centre near -15; many of its hits are not listed in these tables
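HEK-293-derived GP2 cells expressing PTHR1 and a GloSensor cAMP reporter, 3,000/well, plated overnight, given luciferin plus IBMX (each 0.5 mM as added) for 1 h at 37 °C, then compound for 1 h at 37 °C. Luminescence was read after 15 min at room temperature.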
EPAC1 ag: EPAC1 (human) agonism | O95398 | EPAC1 agonist qHTS, biochemical assay; response scale: 100% = response to 6.5 mM cAMP | Potency, µM (doses to about 154 µM), inactives show at the highest dose activation, hits mostly activators | 360,000 tested, 0.073% active | AID 720707; further: nearly all actives have a fitted effect of over 60% in size
Target sequence (O95398 whole entry, looked up): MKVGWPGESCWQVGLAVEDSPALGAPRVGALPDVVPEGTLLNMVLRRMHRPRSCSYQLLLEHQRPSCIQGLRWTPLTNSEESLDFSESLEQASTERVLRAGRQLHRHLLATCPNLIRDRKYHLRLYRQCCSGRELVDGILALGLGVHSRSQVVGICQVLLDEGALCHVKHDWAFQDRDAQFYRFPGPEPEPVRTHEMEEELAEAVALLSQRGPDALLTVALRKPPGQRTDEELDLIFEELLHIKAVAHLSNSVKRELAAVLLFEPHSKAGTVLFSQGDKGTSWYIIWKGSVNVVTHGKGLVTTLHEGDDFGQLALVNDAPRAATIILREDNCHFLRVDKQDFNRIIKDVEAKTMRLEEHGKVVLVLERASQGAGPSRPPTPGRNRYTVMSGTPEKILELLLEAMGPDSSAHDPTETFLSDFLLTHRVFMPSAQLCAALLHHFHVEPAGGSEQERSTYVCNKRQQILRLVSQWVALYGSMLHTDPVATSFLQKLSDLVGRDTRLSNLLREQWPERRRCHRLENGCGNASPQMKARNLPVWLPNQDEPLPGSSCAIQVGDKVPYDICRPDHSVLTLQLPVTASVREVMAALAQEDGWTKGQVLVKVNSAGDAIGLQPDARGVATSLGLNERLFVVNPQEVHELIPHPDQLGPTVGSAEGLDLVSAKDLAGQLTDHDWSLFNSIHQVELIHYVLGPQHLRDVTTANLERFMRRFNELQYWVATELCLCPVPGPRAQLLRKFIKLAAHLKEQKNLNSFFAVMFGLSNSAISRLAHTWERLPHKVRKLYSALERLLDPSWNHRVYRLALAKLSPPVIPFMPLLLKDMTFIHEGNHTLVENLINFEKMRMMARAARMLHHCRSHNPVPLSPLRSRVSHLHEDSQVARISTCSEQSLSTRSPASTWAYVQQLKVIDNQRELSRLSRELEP
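Nucleotide exchange by EPAC1 (100 nM) on Rap1B–BODIPY-GDP (250 nM) in the presence of 50 uM GDP is tracked fluorescently at 480/540 nm over 30 min. Signals are normalized to a 6.5 mM cAMP control.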
TDP43 rescue: inhibitors of TDP-43 toxicity in yeast. TDP-43 expressing yeast growth rescue, BacTiter-Glo, 24 h. Potency, µM (highest dose often 46.1 µM), inactives show top-dose growth rescue (activation), actives largely listed as activators. 410,000 tested, 1.8% active; further: % of control where 0% means no effect; nearly all actives have a fitted effect of over 50% in size
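Growth rescue of TDP-43-toxic yeast measured as ATP luminescence (BacTiter-Glo). Cells grown to mid-log in raffinose, induced in galactose at OD600=0.02, exposed to compound 24 hr at 30 deg C.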
aSyn yeast inh: alpha-synuclein toxicity inhibition in yeast; Yeast expressing alpha-synuclein, growth rescue, BacTiter-Glo, 24 h; Potency, µM (doses to about 46.1 µM), for inactives: at the highest dose growth rescue (activation), hits mostly activators; 370,000 tested, 0.14% active; further: % of control where 0% means no effect; nearly all actives have a fitted effect of over 65% in size
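Rescue of yeast growth: cells expressing toxic alpha-synuclein, induced in galactose at OD600 0.02, incubated with compound 24 h at 30 C. ATP luminescence quantified growth; inhibitors of toxicity appear as activators.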
EPAC2 antagonist: antagonists of human EPAC2. 360,000 tested, 0.18% active. Q8WZA2. EPAC2 GEF exchange of Rap1B-BODIPY-GDP, fluorescence. AID 720708. Potency, µM (titrated, usually from 114 µM), without a hit: top-dose activity, negative = inhibition, actives largely listed as inhibitors; further: on the % scale 0 is the no-effect control and ±100 the full control effect; nearly all actives have a fitted effect of over 45% in size; many of its hits are not listed in these tables
FUS suppressor: suppressors of FUS proteinopathy in yeast. S. cerevisiae FUS-expressing, growth rescue, OD600, 24 h. Potency, µM (series often up to 76.6 µM), inactives show at the highest dose growth rescue (activation), usual class: activators. 390,000 tested, 0.24% active;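 further: plate controls were DMSO vehicle for no effect and reference control for full effect; nearly all actives have a fitted effect of over 55% in size; some results filed as inactive show a strong effect at the top dose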
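Compound concentration series was pinned onto galactose-induced FUS-expressing yeast seeded at OD 0.005. Plates sat 24hr at 30C; absorbance at 600 nm gave growth. DMSO served as background control.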
EPAC1 antag: blocks human EPAC1 exchange factor | O95398 | EPAC1 GEF assay, Rap1b-BODIPY-GDP exchange fluorescence | Potency, µM (doses to about 115 µM), for the others: at the highest dose activity change, negative = inhibition, actives largely listed as inhibitors | 360,000 tested, 0.14% active;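 further: plate controls were vehicle for no effect and positive control for full effect; nearly all actives have a fitted effect of over 50% in size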
EPAC2 ag: agonists of human EPAC2 (RAPGEF4); Potency, µM (top dose mostly 154 µM), for inactives: at the top dose activation, usual class: activators; 360,000 tested, 0.079% active; Q8WZA2; EPAC2 activation, biochemical qHTS; response scale: 100% = 6.5 mM cAMP response; further: nearly all actives have a fitted effect of over 50% in size
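In this primary screen, activation is scored as increased exchange of BODIPY-GDP from Rap1B by 100 nM EPAC2, with 50 uM GDP as competitor. Signal is normalized to the 6.5 mM cAMP agonist control.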
* hit, by the source's call; i = inactive; ? = inconclusive; nt = not tested or not shown; [ ] = dose if it differs, or a comment. The call rests on the fitted dose curve; in most records, active means well fitted curve in the direction sought with a large enough effect; inconclusive means small, poorly fitted or top-dose-only effect, or another doubt; inactive means no such curve, though single readings can be large; an effect the other way counts as inactive or inconclusive. Potency means the concentration at half of the fitted maximal effect. These rows are one share of the data; count on the stated rates, not on these rows.

Results follow in this order: TDP43 rescue | EPAC2 antagonist | PTHR1 ag | EPAC2 ag | aSyn yeast inh | EPAC1 antag | FUS suppressor | EPAC1 ag
1) C=CC[C@H](CC(=O)N[C@H](CO)Cc1ccccc1)C(=O)N[C@@H](COC(=O)[C@@H](CC=C)CC(=O)OC(C)(C)C)Cc1c[nH]c2ccccc12
  23% | -15% | -13% | -5% | 0% | -15% | 43% | -34%[inhibitor]
2) CN1CCN(c2ccc(CNS(=O)(=O)c3cccc(F)c3)cc2)CC1
  7% | 3% | i | 4% | 11% | 1% | -8% | 6%
3) CCc1nc(N2CCC(C)CC2)c2oc3ccccc3c2n1
  -4% | -10% | 10%[57.5 µM] | 10% | 3% | -9% | 16% | 8%
4) Cc1cc(NC(=O)COC(=O)c2ccccc2NCCO)no1
  -36%[inhibitor] | 7% | -24% | 3% | 7% | -17% | nt | -5%
5) COc1ccc(N2CCN(C(=O)c3ccc(S(=O)(=O)N4CCCCCC4)cc3)CC2)cc1
  3% | 2% | i | 9% | 6% | -3% | 7% | -1%
6) CS(=O)(=O)c1ccc2nc(NC(NC(=O)c3ccco3)(C(F)(F)F)C(F)(F)F)sc2c1
  -17% | -3% | i | -4% | -7% | -15% | 13% | 10%
7) CCCS(=O)(=O)N1CCC(C(=O)NCCCOC)CC1
  -7% | 10%[57.1 µM] | 0%[57.5 µM] | -7% | -12% | 9% | -19% | -2%
8) CCOC(=O)N/N=C/c1cc(C)n(-c2cccc3ccccc23)c1C
  ? | -7% | -30%[inhibitor] | 7% | 8% | 3% | nt | 11%
9) Cc1ccc(NC(=O)c2ccc3c(=O)n4nc(Nc5ccccc5C)sc4nc3c2)cc1C
  13% | nt | -3% | nt | -1% | nt | -19% | nt
10) Cc1ccc(C)c(N(C)C(=O)c2cc3c(s2)-c2ccccc2OC3)c1
  13% | nt | 2% | nt | -16% | nt | 26% | nt
11) COc1ccc(N2C(=O)C(CC(=O)O)S/C2=N\N=C\c2cccs2)cc1 (configuration not stated)
  -16% | 4% | -10% | 2% | -3% | 15% | 6% | 8%
12) CCOC(=O)c1ccc(NC(=O)CNS(=O)(=O)c2ccccc2)cc1
  25% | -2% | -19% | 2% | 4% | -14% | -1% | -3%
13) Cc1cccc(C)c1OCC(O)CN1CCN(C(=O)c2ccccc2)CC1 (configuration not stated)
  4% | 8% | -29% | 4% | -1% | 14% | 5% | -11%
14) O=C(c1cnc2sccn2c1=O)N(Cc1ccccc1)c1ccccn1
  -9% | -2% | -11% | -1% | -2% | -17% | -24% | -13%
15) O=C(NCc1ccccc1)c1ccc(NC(=O)C2CCCC2)cc1
  5% | -5% | -7% | 5% | -3% | -13% | -9% | 5%
16) CN(C)C(=O)c1ccccc1NC(=O)Cc1cccc2ccccc12
  -11% | 7% | -21% | 11% | -3% | 4% | -29% | 1%
17) CCOC(=O)C1(C)CCCN(C(=O)c2ccc(OC)cc2)C1 (configuration not stated)
  16% | 10% | ? | 7% | -4% | 16% | -5% | 10%
18) O=[N+]([O-])c1cccc(S(=O)(=O)N2CCN(S(=O)(=O)N3CCCCCC3)CC2)c1
  0% | -15% | -11% | 5% | 17% | 10% | 9% | 4%
19) O=C(NCc1ccccc1)c1cc(S(=O)(=O)N2CCCCC2)ccc1N1CCOCC1
  -11% | -9% | -11% | 2% | 7% | -11% | 4% | -3%
20) O=C(CCC1CCCN(C(=O)C2=CCCC2)C1)N1CCN(c2ccccn2)CC1 (configuration not stated)
  8% | 3% | -9% | -3% | -1% | -15% | 7% | -9%
21) Cc1ccc(Oc2ccc(Cl)cc2N)cc1
  18% | -26% | -9% | 11% | 4% | ? | -5% | -5%
22) O=C(O)c1cncc(C#CCC2CCCCC2)c1
  14µM* | 3% | -11% | 13% | 3% | -24% | 11% | -6%
23) COc1ccc(CSCC(=O)Nc2ccc(S(=O)(=O)N3CCCCCC3)cc2)cc1
  18µM* | -5% | -9% | 5% | 4% | -17% | nt | 8%
24) c1coc(-c2nnc3sc(C4CCCCC4)nn23)c1
  18µM* | -1% | i | -3% | -15% | 1% | 8% | -1%
25) CCOc1ccccc1OCCCC(=O)OCC(=O)Nc1cccc(Cl)c1
  -19% | -3% | i | 14% | -3% | -11% | 13% | 0%
26) CCc1ccc(C(=O)NNc2ccc(F)cc2F)cc1
  24% | 0% | i | 8% | 13% | -26% | 3% | -4%
27) O=C1N/C(=N/N=C/c2ccc(O)cc2)SC1Cc1ccccc1 (configuration not stated)
  -2% | 1% | -2% | 13% | -2% | 5% | 21% | 8%
28) O=C(COC(=O)CN1C(=O)NC2(CCCC2)C1=O)Nc1ccccc1C(F)(F)F
  -14% | 1% | i | -1% | 4% | 10% | -17% | -3%
29) Cc1ccc(NC(=O)CN(C(=O)N2CCN(C)CC2)S(=O)(=O)c2ccc(C)cc2)cc1
  -1% | 4% | i | -8% | 1% | 9% | 1% | -2%
30) Cc1ccsc1/C=N/n1cnnc1
  -13%[1.82 µM] | -2% | 9% | 5% | -3% | 3% | -8% | 1%

Records 21 to 30 of the list above:
Results follow in this order: TDP43 rescue | EPAC2 antagonist | PTHR1 ag | EPAC2 ag | aSyn yeast inh | EPAC1 antag | FUS suppressor | EPAC1 ag
21) Cc1ccc(Oc2ccc(Cl)cc2N)cc1
  18% | -26% | -9% | 11% | 4% | ? | -5% | -5%
22) O=C(O)c1cncc(C#CCC2CCCCC2)c1
  14µM* | 3% | -11% | 13% | 3% | -24% | 11% | -6%
23) COc1ccc(CSCC(=O)Nc2ccc(S(=O)(=O)N3CCCCCC3)cc2)cc1
  18µM* | -5% | -9% | 5% | 4% | -17% | nt | 8%
24) c1coc(-c2nnc3sc(C4CCCCC4)nn23)c1
  18µM* | -1% | i | -3% | -15% | 1% | 8% | -1%
25) CCOc1ccccc1OCCCC(=O)OCC(=O)Nc1cccc(Cl)c1
  -19% | -3% | i | 14% | -3% | -11% | 13% | 0%
26) CCc1ccc(C(=O)NNc2ccc(F)cc2F)cc1
  24% | 0% | i | 8% | 13% | -26% | 3% | -4%
27) O=C1N/C(=N/N=C/c2ccc(O)cc2)SC1Cc1ccccc1 (configuration not stated)
  -2% | 1% | -2% | 13% | -2% | 5% | 21% | 8%
28) O=C(COC(=O)CN1C(=O)NC2(CCCC2)C1=O)Nc1ccccc1C(F)(F)F
  -14% | 1% | i | -1% | 4% | 10% | -17% | -3%
29) Cc1ccc(NC(=O)CN(C(=O)N2CCN(C)CC2)S(=O)(=O)c2ccc(C)cc2)cc1
  -1% | 4% | i | -8% | 1% | 9% | 1% | -2%
30) Cc1ccsc1/C=N/n1cnnc1
  -13%[1.82 µM] | -2% | 9% | 5% | -3% | 3% | -8% | 1%

The listing continues.
Results follow in this order: TDP43 rescue | EPAC2 antagonist | PTHR1 ag | EPAC2 ag | aSyn yeast inh | EPAC1 antag | FUS suppressor | EPAC1 ag
31) c1csc(-c2noc(CN3CCN4CCCC4C3)n2)c1 (configuration not stated)
  nt | 10% | i | 5% | -2% | -19% | 19% | -6%
32) CC(C)(C)C(=O)Nc1ccc(C(=O)Nc2cccc(Oc3ccc(C(=O)O)c(C(=O)O)c3)c2)cc1
  20% | 7% | i | 2% | 9% | -8% | 6% | 1%
33) Cc1ccc(NC(=O)CCn2cnc3ccccc3c2=O)c(C)c1
  -11% | -13% | i | 9% | -6% | -15% | 8% | -3%
34) O=C1c2ccc(-c3ccc(F)cc3OCc3ccccc3)cc2S(=O)(=O)c2cccc(C(=O)N3CCCC3)c21
  6% | 8% | -12% | 0% | -2% | 7% | ? | -6%
35) CCOC(=O)c1oc2nc(C(C)C)c3c(c2c1N)CCC3
  -9% | 2% | -4%[57.5 µM] | 2% | 7% | 2% | 10% | 4%
36) Cc1ccccc1OCC(=O)N/N=C/c1cn(C)c2ccccc12
  0% | 5% | i | -6% | 1% | -4% | 5% | 3%
37) Cc1ccc(S(=O)(=O)/N=C2\C=C(NS(=O)(=O)c3ccccc3)C(=O)c3ccccc32)c(C)c1
  -20% | ? | i | 2% | 17% | 0% | 11% | -6%
38) COc1ccc(NC(=O)CN2CCC(C(=O)c3ccc(F)cc3)CC2)c(OC)c1
  1% | -2% | -11% | 11% | 0% | -14% | -18% | -5%
39) CC(C)(O)C#Cc1ccc(C(=O)N2CCCC2C(=O)O)s1 (configuration not stated)
  9% | 10% | -9% | 0% | 6% | -8% | -12% | 8%
40) COc1ccc(-c2[nH]ncc2CN(C)Cc2cccnc2)c(F)c1
  25% | 15% | i | 7% | -6% | -16% | nt | -12%
41) COc1ccc(C(C)=NNS(=O)(=O)c2ccc(C)cc2)cc1OC
  0% | 0% | -11% | 1% | 7% | 2% | -9% | -7%
42) COc1ccc(C2=NN(C(=O)CSc3ncccn3)C(c3cccc(OC)c3OC)C2)cc1 (configuration not stated)
  -7%[0.397 µM] | 4% | -19% | -6% | -5% | 7% | 28% | -5%
43) COC1(OC)C=CC(=O)C=C1NC(=O)c1ccccc1OC(C)=O
  nt | 26% | -90%[inhibitor] | 6% | nt | 6% | -14% | -9%
44) COc1cc(C2C(C(=O)Nc3ccccc3C)=C(C)Nc3ncnn32)ccc1OCC(N)=O (configuration not stated)
  -5% | nt | 5% | nt | 6% | nt | -12% | nt
45) Cn1cc(C(CC(=O)O)C(=O)O)c2ccccc21 (configuration not stated)
  -3% | 4% | i | 2% | 3% | 0% | 21% | 0%
46) O=C(N/N=C/c1ccc2c(c1)OCO2)c1cccc2ccccc12
  -14% | 0% | i | 0% | 0% | -3% | 2% | -1%
47) O=C(O)CN=C(NS(=O)(=O)c1ccc(Cl)cc1)c1ccc(F)cc1
  2% | -1% | -1% | 21% | -2% | -19% | 21% | 6%
48) CC(=O)N(C)c1cccc(-c2ccc3nnc(C)n3n2)c1
  -3% | -5% | i | 6% | -1% | -6% | 4% | 3%
49) C=Cn1cc[n+](CC(=O)c2cc(C(C)(C)C)c(O)c(C(C)(C)C)c2)c1
  5% | -6% | -1% | 6% | -7% | -6% | 9% | 7%
50) CC1=C(C(=O)OCC2CCCO2)C(c2coc3ccccc3c2=O)C2=C(CC(C)(C)CC2=O)N1 (configuration not stated)
  2% | 14% | 10% | 10% | -1% | -10% | 14% | -1%
